From PubChem
M5 ag: agonists of human muscarinic M5 receptor (CHRM5); CHO-K1 hM5 cells, Fluo-8 calcium fluorescence; 0% DMSO wells, 100% maximal acetylcholine response; activation, % at 3 µM; 0.19% of 360,000 active;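 active = activation above the run's mean over test compounds plus 3 SD, cut at about 23% in these data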;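 also: signal is peak over basal fluorescence ratio across the kinetic read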
M4 PAM: positive allosteric modulators of human muscarinic M4 receptor; P08173; CHO-K1 hM4/Gqi5, Fluo-8 calcium fluorescence, ACh EC20; 0% = ACh EC20, 100% = maximal ACh; activation, % at 3 µM; 0.4% of 360,000 active; AID 624126;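 active = activation above its plate's cutoff, the mean activation of sample wells plus 3 SD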; also: some results filed as inactive read as strong as hits
Target sequence (P08173 whole entry, looked up): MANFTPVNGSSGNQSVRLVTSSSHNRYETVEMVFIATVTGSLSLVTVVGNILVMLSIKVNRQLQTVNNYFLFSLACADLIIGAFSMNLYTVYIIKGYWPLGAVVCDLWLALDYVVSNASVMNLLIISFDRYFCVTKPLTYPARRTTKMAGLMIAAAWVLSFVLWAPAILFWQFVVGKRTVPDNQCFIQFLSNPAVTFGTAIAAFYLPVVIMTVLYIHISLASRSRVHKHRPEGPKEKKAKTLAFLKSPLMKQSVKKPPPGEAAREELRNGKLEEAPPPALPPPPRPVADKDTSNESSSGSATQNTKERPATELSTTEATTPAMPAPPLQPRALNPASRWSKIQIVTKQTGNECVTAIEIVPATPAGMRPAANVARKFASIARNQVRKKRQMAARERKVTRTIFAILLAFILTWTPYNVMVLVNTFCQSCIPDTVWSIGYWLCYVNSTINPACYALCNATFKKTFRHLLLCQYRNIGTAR
CRFBP-R2 agonist: CRF-BP/CRF-R2 complex agonism | HEK293 CRF-R2/CRF-BP, calcium dye fluorescence (FLIPR); percent of saturating CRF peptide response | activation, % at 13.2 µM | 0.46% of 350,000 active;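 active = activation of at least 50%, plus an integration ratio under a set limit after plate pattern correction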;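 also: plate controls were neutral control wells without compound for no effect and CRF at EC100 for full effect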
CHRM4 agonist: CHRM4 agonism in calcium assay | P08173 | CHO-K1 hM4/Gqi5, Fluo-8 calcium fluorescence; vehicle 0%, full acetylcholine response 100% | activation, % at 3 µM | 0.14% of 360,000 active;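 active = activation above the run mean over all test wells plus 3 SD, cut at about 32% in these data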;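 also: peak over basal fluorescence ratio per well then scaled between controls; 0% = DMSO wells and 100% = acetylcholine at EC100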
M1 antag: human CHRM1 antagonism; 1.3% of 360,000 active; CHO-K1 hM1, Fluo-8 calcium fluorescence, ACh EC80 antagonist; inhibition, % at 3 µM; P11229; AID 588852;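 active = percent inhibition above its own plate's cutoff, namely the mean of that plate's compound wells plus 3 SD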;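 also: peak over basal fluorescence ratio during 140 s after agonist addition; 0% = ACh EC80 plus DMSO and 100% = DMSO alone without agonist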
Target sequence (P11229 whole entry, looked up): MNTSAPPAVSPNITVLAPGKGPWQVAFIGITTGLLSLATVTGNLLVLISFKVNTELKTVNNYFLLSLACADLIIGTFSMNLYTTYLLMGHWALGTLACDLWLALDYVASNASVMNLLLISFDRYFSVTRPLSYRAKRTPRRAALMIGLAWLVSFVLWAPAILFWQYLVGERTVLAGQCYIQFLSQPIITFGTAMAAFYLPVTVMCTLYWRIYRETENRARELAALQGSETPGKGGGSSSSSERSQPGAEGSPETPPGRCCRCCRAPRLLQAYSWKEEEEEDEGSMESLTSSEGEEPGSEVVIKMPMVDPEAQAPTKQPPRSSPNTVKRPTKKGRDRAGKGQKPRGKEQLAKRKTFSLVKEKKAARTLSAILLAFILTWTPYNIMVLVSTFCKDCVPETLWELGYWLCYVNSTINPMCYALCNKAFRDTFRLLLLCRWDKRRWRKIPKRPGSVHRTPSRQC
M5 PAM: potentiates acetylcholine response at human M5 receptor. 0.3% of 360,000 active. CHO-K1 hM5, Fluo-8 calcium, ACh EC20 PAM; 0% = ACh EC20, 100% = ACh EC100. activation, % at 3 µM;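 active = activation above the run cutoff, the mean activation of all test compounds plus 3 SD, cut at about 18% in these data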
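system = human M5 receptor in CHO-K1 cells | reagent = EC20 acetylcholine as agonist stimulus | compound dosing = single-point, 3 µM nominal | incubation = Fluo-8 loading 80 min at 37 °C plus 30 min room temperature | detection = Fluo-8 calcium dye fluorescence, kinetic read | benchmarks = low control EC20 acetylcholine (0%), high control EC100 acetylcholine (100%)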
M5 antag: blocks acetylcholine activation of human M5 receptor; P08912; 0.59% of 360,000 active; AID 624040; inhibition, % at 3 µM; CHO-hM5 cells, Fluo-8 calcium fluorescence, ACh EC80;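 active = inhibition above a per-plate cutoff, the mean of that plate's test compounds plus 3 SD, cut at about 27% in these data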;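 also: 0% = acetylcholine EC80 with DMSO and 100% = DMSO without agonist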
CHRM4 antagonist: antagonists of human muscarinic M4 receptor (CHRM4). CHO-hM4 cells, ACh EC80, Fluo-8 calcium fluorescence. inhibition, % at 3 µM. 0.73% of 360,000 active. P08173;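 active = inhibition above its plate's cutoff, the mean inhibition of sample wells plus 3 SD, cut at about 27% in these data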;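 also: 0% = acetylcholine EC80 with DMSO and 100% = DMSO without agonist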
CHRM1 PAM: potentiates human M1 receptor response to acetylcholine; P11229; 0.088% of 360,000 active; CHO-K1 hM1, Fluo-8 calcium fluorescence, ACh EC20; 0% = ACh EC20, 100% = maximal ACh; activation, % at 3 µM; AID 588819; in the data active = activation above about 19%, passing the limit was not always enough
* = called active by the depositor; . = not tested or not shown.

SMILES	M5 ag	M4 PAM	CRFBP-R2 agonist	CHRM4 agonist	M1 antag	M5 PAM	M5 antag	CHRM4 antagonist	CHRM1 PAM
Cc1cccc(NC(=O)NNC(=O)CCc2ccccc2)c1	0	1	-1.0	1	-2	-2	1	2	-1
COc1cccc(-c2cnc(C(O)c3cccc(CN4CCCCC4)c3)[nH]2)c1 (centres undefined)	-2	-9	.	0	24	1	-1	-5	-10
O=C(Nc1ccc(S(=O)(=O)Nc2cnc3ccccc3n2)cc1)c1ccc(F)cc1	0	4	1.5	2	-5	6	2	1	11
CN(Cc1ccc(C(F)(F)F)cc1)C(=O)[C@H]1O[C@@H](n2ccc(=O)[nH]c2=O)[C@H](O)[C@@H]1O	1	0	.	0	-16	-4	3	-6	-1
c1ccc(-n2c(-c3ccncc3)nnc2N2CCOCC2)cc1	1	3	1.5	0	-22	0	-5	-9	4
COc1ccc(N2C(=O)[C@@H]3Cc4ccccc4CN3C2=O)cc1	2	5	-1.3	2	-17	-9	-4	0	2
COc1cccc(CNC(=S)Nc2ccc3c(c2)c(=O)n(C)n3C)c1	0	3	.	1	-17	0	-2	0	5
CC(=O)N/C(=N/c1nc(C)cc(C)n1)Nc1ccc(C)cc1C	-2	-5	0.3	1	-1	-5	8	-12	6
O=C(NNC(=O)c1ccccc1[N+](=O)[O-])c1cccs1	-2	8	-1.5	1	-9	13	-8	-10	8
COc1ccccc1C(=O)N1CCCC1(C#N)c1ccccc1 (centres undefined)	-3	2	1.4	0	-2	4	-1	-1	3
CN(C)[C@@H]1C(=O)C(C(N)=O)=C(O)[C@@]2(O)C(=O)C3=C(O)c4c(O)ccc(Cl)c4[C@@H](O)[C@H]3C[C@@H]12	1	2	1.4	1	-17	5	-12	-3	-4
CC(C)(C)CC(=O)Nc1nnc(CCc2ccccc2)s1	8	1	-1.0	0	-22	-5	-14	-9	17
Cc1cc(NCCO)nc(-n2nc(C)cc2C)n1	-1	7	-1.0	0	3	3	2	-10	-1
CCOC(=O)C(NC(C)=O)(Nc1cccc(F)c1)C(F)(F)F (centres undefined)	0	2	1.2	1	-3	-1	-6	-6	-7
CCOC(=O)/C(C(N)=NC)=C(\O)c1ccccc1	-3	1	0.2	0	-8	0	-7	-6	5
Cc1cnc(NC(=O)CSc2nc3ccccc3s2)s1	-10	-2	0.5	5	10	0	-2	-11	-2
CC1CCCC(NC(=O)COC(=O)c2ccccc2Sc2ccccc2C#N)C1C (centres undefined)	0	1	0.4	0	3	-1	0	-11	0
COc1ccc(OCCN2CCC(C(=O)NC(c3ccc(Cl)cc3)c3cnccn3)CC2)cc1 (centres undefined)	-2	5	.	2	-11	-1	-5	-9	2
COc1ccc(C(CC(=O)c2ccccc2)C2CCCCC2=O)cc1 (centres undefined)	-5	-3	-0.4	-3	-4	-4	2	2	2
Cc1ccc(NC(=O)CN2CCC(NC(=O)C3CCCCC3)CC2)c(Br)c1	-2	5	-0.9	2	1	-3	2	-5	4
CC(=O)Nc1ccc(N(CC(=O)NCC2CCCO2)C(=O)CCC(=O)Nc2cc(C)on2)cc1 (centres undefined)	-3	-7	-0.8	0	-6	1	5	3	5
O=C(c1ccc2ccccc2c1)c1cccc(F)c1C(=O)O	-1	3	1.1	0	-6	-4	16	-9	2
O=C(CCC(=O)N1CCSc2ccccc21)NCc1cccc(Cl)c1	2	-6	-7.9	12	-6	-11	2	-15	-1
COC(=O)N1CCCCC1c1cc(C(=O)N2CCOCC2)no1 (centres undefined)	-2	2	.	1	3	-5	3	-10	-5
CCOc1ccc(S(=O)(=O)N2CCCC(C(=O)N3CCCC3)C2)cc1 (centres undefined)	2	0	0.0	1	-8	0	3	0	5
COc1ccc2c(-c3ccccc3)cc(SCC(=O)NC(N)=O)nc2c1	0	-2	-0.3	5	-9	-1	8	1	6
Cc1ccc(-c2nnc(CSc3nnc(C)s3)o2)cc1	-2	5	-1.0	0	3	19*	8	-13	-3
COc1cc(C)c(S(=O)(=O)N2CCCC2)cc1C	-6	6	0.6	0	5	7	2	-5	-3
NS(=O)(=O)c1ccc(NC(=O)CSc2ncnc3ccccc23)cc1	-1	1	0.1	4	-2	-1	-1	-2	8
O=S(=O)(Cc1ccccc1)c1nc2ccccc2n1Cc1ccccn1	-2	-2	-0.1	1	-1	6	1	0	4
CC(C)c1nnc(NC(=O)c2ccc(S(=O)(=O)N3CCOCC3)cc2)s1	2	2	-1.1	1	-10	-2	-5	-9	4
CN(C)C=Nc1ccc2nn(-c3ccccc3)nc2c1	0	0	4.8	1	-6	-2	3	5	5
O=C(Nc1cccc(S(=O)(=O)N2CCCCC2)c1)c1ccc2c(=O)n3c(nc2c1)CCCCC3	-2	-12	-1.6	16	43*	-20	19	4	-25
O=C(CN1C(=O)S/C(=C/c2ccncc2)C1=O)N1CCOCC1	3	-1	-1.1	1	1	1	-2	-3	1
CC1=C(C(=O)N(C)C)CC(CC(=O)NCC2CCCCC2)C(=O)N1Cc1ccccc1 (centres undefined)	0	1	7.7	0	-3	0	7	-1	1
O=C(NCc1ccc2c(c1)OCO2)C1CC(c2ccccc2O)=NO1 (centres undefined)	-1	-2	-0.9	0	4	-4	11	5	2
O=C(CCNC(=O)c1ccc(Br)cc1)Nc1cccc(S(=O)(=O)N2CCCC2)c1	-2	2	0.3	5	7	-4	3	0	-6
O=[N+]([O-])c1ccc(F)cc1OCc1nc(-c2cccs2)no1	-8	1	1.2	2	-4	-3	1	-7	8
CCOc1ccc(CCN2C(=S)N([C@@H](Cc3ccc(O)cc3)CN3CCC[C@@H]3CN3C(=S)NC[C@@H]3Cc3ccccc3)C[C@@H]2Cc2ccc(O)cc2)cc1	-2	-5	.	0	-4	-2	6	-3	3
c1ccc(N=C2SCCCS2)cc1	-1	5	5.6	1	-7	-5	6	-13	1
COCCn1c(SCC(=O)Nc2c(C)n(C)n(-c3ccccc3)c2=O)nc2ccccc2c1=O	3	12	-1.1	0	-3	-4	12	-6	5
Cc1ccc(NC(=O)CSc2n[nH]c(-c3ccccn3)n2)cc1	-5	11	-1.5	1	-4	0	-5	-20	6
CC(=O)NC(=Cc1ccccc1)C(=O)N1CCCC1C(=O)O (centres undefined)	1	0	-0.6	0	-4	-2	1	2	7
CC(C)C(=O)Nc1ccc(C(=O)Nc2nnc(C(C)(C)C)s2)cc1	2	4	10	6	3	-3	7	-2	6
O=C(O)c1cc(S(=O)(=O)NCC2COc3ccccc3O2)ccc1Cl (centres undefined)	0	13	-3.6	1	-8	7	11	-5	7
CC[C@H](C)NC(=O)c1ccc(Cn2c(=S)[nH]c3c([nH]c4ccc(OC)cc43)c2=O)cc1	0	6	-1.3	0	-2	0	-4	-10	7
O=C(NCCc1ccc(Cl)cc1)c1cc(S(=O)(=O)N2CCCC2)ccc1F	1	-2	0.1	10	-1	-4	8	-9	-5
Cc1cc(C)c(S(=O)(=O)N2CCOC2CNC(=O)C(=O)NCCCn2ccnc2)c(C)c1 (centres undefined)	-6	18	2.0	1	-16	12	-5	-14	8

Rewritten with values under each structure: 16 of the compounds above.
The line under a structure holds: M5 ag | M4 PAM | CRFBP-R2 agonist | CHRM4 agonist | M1 antag | M5 PAM | M5 antag | CHRM4 antagonist | CHRM1 PAM
> O=S(=O)(Cc1ccccc1)c1nc2ccccc2n1Cc1ccccn1
    -2 | -2 | -0.1 | 1 | -1 | 6 | 1 | 0 | 4
> CC(C)c1nnc(NC(=O)c2ccc(S(=O)(=O)N3CCOCC3)cc2)s1
    2 | 2 | -1.1 | 1 | -10 | -2 | -5 | -9 | 4
> CN(C)C=Nc1ccc2nn(-c3ccccc3)nc2c1
    0 | 0 | 4.8 | 1 | -6 | -2 | 3 | 5 | 5
> O=C(Nc1cccc(S(=O)(=O)N2CCCCC2)c1)c1ccc2c(=O)n3c(nc2c1)CCCCC3
    -2 | -12 | -1.6 | 16 | 43* | -20 | 19 | 4 | -25
> O=C(CN1C(=O)S/C(=C/c2ccncc2)C1=O)N1CCOCC1
    3 | -1 | -1.1 | 1 | 1 | 1 | -2 | -3 | 1
> CC1=C(C(=O)N(C)C)CC(CC(=O)NCC2CCCCC2)C(=O)N1Cc1ccccc1 (centres undefined)
    0 | 1 | 7.7 | 0 | -3 | 0 | 7 | -1 | 1
> O=C(NCc1ccc2c(c1)OCO2)C1CC(c2ccccc2O)=NO1 (centres undefined)
    -1 | -2 | -0.9 | 0 | 4 | -4 | 11 | 5 | 2
> O=C(CCNC(=O)c1ccc(Br)cc1)Nc1cccc(S(=O)(=O)N2CCCC2)c1
    -2 | 2 | 0.3 | 5 | 7 | -4 | 3 | 0 | -6
> O=[N+]([O-])c1ccc(F)cc1OCc1nc(-c2cccs2)no1
    -8 | 1 | 1.2 | 2 | -4 | -3 | 1 | -7 | 8
> CCOc1ccc(CCN2C(=S)N([C@@H](Cc3ccc(O)cc3)CN3CCC[C@@H]3CN3C(=S)NC[C@@H]3Cc3ccccc3)C[C@@H]2Cc2ccc(O)cc2)cc1
    -2 | -5 | . | 0 | -4 | -2 | 6 | -3 | 3
> c1ccc(N=C2SCCCS2)cc1
    -1 | 5 | 5.6 | 1 | -7 | -5 | 6 | -13 | 1
> COCCn1c(SCC(=O)Nc2c(C)n(C)n(-c3ccccc3)c2=O)nc2ccccc2c1=O
    3 | 12 | -1.1 | 0 | -3 | -4 | 12 | -6 | 5
> Cc1ccc(NC(=O)CSc2n[nH]c(-c3ccccn3)n2)cc1
    -5 | 11 | -1.5 | 1 | -4 | 0 | -5 | -20 | 6
> CC(=O)NC(=Cc1ccccc1)C(=O)N1CCCC1C(=O)O (centres undefined)
    1 | 0 | -0.6 | 0 | -4 | -2 | 1 | 2 | 7
> CC(C)C(=O)Nc1ccc(C(=O)Nc2nnc(C(C)(C)C)s2)cc1
    2 | 4 | 10 | 6 | 3 | -3 | 7 | -2 | 6
> O=C(O)c1cc(S(=O)(=O)NCC2COc3ccccc3O2)ccc1Cl (centres undefined)
    0 | 13 | -3.6 | 1 | -8 | 7 | 11 | -5 | 7

Following part
SMILES	M5 ag	M4 PAM	CRFBP-R2 agonist	CHRM4 agonist	M1 antag	M5 PAM	M5 antag	CHRM4 antagonist	CHRM1 PAM
COc1cc(NC(=O)/C=C/c2ccccc2)c(C(=O)O)cc1OC	0	4	-1.3	0	-9	-9	17	6	17
Cc1ccc(NC(=O)C(OC(=O)c2ccc(O)cc2)c2ccccc2)cc1Cl (centres undefined)	-5	5	0.2	1	-5	-3	-1	-16	11
CO[C@H]1CN(C)C(=O)c2cc(NS(=O)(=O)c3ccccc3)ccc2OC[C@@H](C)N(Cc2ccccn2)C[C@@H]1C	0	-5	.	2	.	-6	9	5	.
CCC(NC(=O)NNC(N)=S)(C(F)(F)F)C(F)(F)F	-3	7	4.7	1	-14	3	8	-14	9
C[C@H](NC(=O)[C@@H]1Cc2ccccc2CN1)C(=O)Nc1ccc2c(c1)OCO2	-3	-4	-0.3	1	-4	-4	8	-1	0
O=C(CO/N=C/c1ccccc1O)N1CCc2ccccc21	-2	0	-1.4	5	-6	-2	0	0	4
C=CCc1cc(Cl)ccc1OCCCNC(C)C	-3	-3	1.2	5	13	-5	10	5	-9
Cc1cc(NC(=O)CSc2nnc(Nc3ccccc3)s2)no1	3	-13	24	0	4	-3	5	7	1
Cc1ccc2[nH]c(CNC(=O)c3ccc(F)cc3)cc2c1	-2	3	-0.1	5	0	-2	5	-2	1
Cc1c(O)nc(SC2CC(=O)N(c3cc(Cl)cc(Cl)c3)C2=O)[nH]c1=O (centres undefined)	-1	2	-2.5	0	-2	0	1	0	2
